TAAR1 agonist = human TAAR1 agonists, primary screen, Fluo-8 calcium fluorescence, CHO RD-HGA16 cells; Trace amine-associated receptor 1 (Homo sapiens), Q96RJ0; vehicle wells 0%, saturating PEA agonist 100%; activation, % at 3 µM; 0.99% of 360,000 active; AID 624467, 2012;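 active means activation above the mean activation of all test compounds in the run plus 3 SD, cut at about 38% in these data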
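System: CHO-derived RD-HGA16 cells with stable Gα16 and human TAAR1 / Times: 17-24 h plating, Fluo-8 75 min 37 °C, 30 min RT / Technique: calcium-sensitive Fluo-8 signal, excitation 470-495, emission 515-575 nm / Measure: % activation relative to PEA EC100 response / Benchmarks: DMSO and PEA EC100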
CHO parental Ca = ATP-evoked calcium signal inhibitors, parental CHO, primary screen, counter-screen for OX1R antagonist project, cell-based, fluorescence, Fluo-8 calcium dye. parental CHO-K1, ATP-induced calcium, Fluo-8 fluorescence. inhibition, % at 5.6 µM. 0.63% of 330,000 active. AID 463079, 2010;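 active means inhibition above that plate's mean sample inhibition plus 3 SD, cut at about 26% in these data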;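 further: 0% = ATP-challenged DMSO wells and 100% = DMSO wells without ATP; some compounds past the cut are filed as inactive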
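Test system: untransfected parental CHO cell line. Compound: one dose, 5.6 µM nominal. Detection: intracellular calcium via Fluo-8 no-wash fluorescent dye. Measure: % inhibition. Benchmarks: ATP-challenged DMSO wells low, unchallenged DMSO wells high.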
M1 antag = human M1 muscarinic receptor antagonists, primary screen, CHO-K1 cells, Fluo-8 calcium fluorescence, 1536-well; 1.3% of 360,000 active; Muscarinic acetylcholine receptor M1 (Homo sapiens), P11229; AID 588852, 2011; CHO-K1 hM1, ACh EC80 antagonist; inhibition, % at 3 µM;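 active means percent inhibition above its own plate's cutoff, namely the mean of that plate's compound wells plus 3 SD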;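 further: peak over basal fluorescence ratio during 140 s after agonist addition; 0% = ACh EC80 plus DMSO and 100% = DMSO alone without agonist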
Target sequence (P11229 whole entry, looked up): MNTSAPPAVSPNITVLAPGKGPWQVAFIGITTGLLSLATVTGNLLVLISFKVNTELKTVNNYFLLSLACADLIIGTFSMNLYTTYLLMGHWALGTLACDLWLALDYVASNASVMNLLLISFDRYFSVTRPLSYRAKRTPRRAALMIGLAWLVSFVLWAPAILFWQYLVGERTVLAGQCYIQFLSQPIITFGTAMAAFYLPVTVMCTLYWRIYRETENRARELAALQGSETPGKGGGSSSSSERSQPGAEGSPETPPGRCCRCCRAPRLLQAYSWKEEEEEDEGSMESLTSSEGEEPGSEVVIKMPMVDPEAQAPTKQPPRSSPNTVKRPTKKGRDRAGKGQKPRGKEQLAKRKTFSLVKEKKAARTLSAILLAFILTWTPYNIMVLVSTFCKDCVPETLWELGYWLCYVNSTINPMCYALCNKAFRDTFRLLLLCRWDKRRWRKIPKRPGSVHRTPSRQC
CHO-K1 Ca antag = counter-screen for M1 antagonists: effect in parental CHO-K1 cells; ATP-induced calcium, Fluo-8 fluorescence; 0.6% of 360,000 active; inhibition, % at 3 µM;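 active means inhibition above a per-plate cutoff, the plate's mean sample inhibition plus 3 SD, cut at about 24% in these data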;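 further: 0% = DMSO plus EC80 ATP and 100% = DMSO alone without ATP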
TAAR1 antagonist = human TAAR1 antagonists, primary screen, Fluo-8 calcium fluorescence, CHO RD-HGA16 cells; Trace amine-associated receptor 1 (Homo sapiens), Q96RJ0; antagonist; inhibition, % at 3 µM; 1.5% of 360,000 active; AID 624466, 2012;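 active means inhibition above a per-plate cutoff, the mean inhibition of test compounds on that plate plus 3 SD, cut at about 49% in these data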;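 further: 0% = DMSO plus EC80 beta-PEA response and 100% = DMSO alone without agonist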
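Material: CHO RD-HGA16 cells bearing hTAAR1; compound dosing: one-point dosing, 3 µM nominal final; schedule: dye loading 75 min at 37 °C, then 30 min room temperature; measured by: calcium fluorescence with Fluo-8; control set: vehicle and agonist controls; replication: n of 1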
M1 PAM parental = nonselective calcium activators in parental CHO-K1 cells, primary screen, counter-screen for M1 PAM project, cell-based, Fluo-8 calcium fluorescence, full deck, 1536-well; ATP EC20; 0% at ATP EC20, 100% at ATP max; activation, % at 3 µM; 0.02% of 360,000 active; AID 602247, 2012;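 active means activation above the run cutoff, the mean activation of all test compounds plus 3 SD, cut at about 40% in these data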;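 further: peak over basal fluorescence ratio in a 140 s read after ATP addition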
CHO-K1 Ca ag = counter-screen for M1 agonists: effect in parental CHO-K1 cells. AID 602248, 2012. activation, % at 3 µM. Fluo-8 calcium fluorescence; scaled to maximal ATP response, vehicle zero. 0.48% of 360,000 active; in the data active means activation above about 15%;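 further: untransfected CHO-K1 host cells lacking M1 receptor as counterscreen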
OXTR potentiate = human OXTR potentiators, primary screen, fluorescence, CHO-OTR cells, Fluo-8 calcium; Fluo-8 calcium fluorescence, potentiator mode; 0% = oxytocin EC15, 100% = EC100; 0.061% of 320,000 active; activation, % at 3 µM; AID 2445, 2010;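 active means activation above that plate's cutoff, the mean activation of tested compounds plus 3 SD, cut at about 6.6% in these data, passing the limit was not always enough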;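 further: 100% uses oxytocin at 75 nM as the full agonist control; some results filed as inactive read as strong as hits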
Target sequence (P30559 whole entry, looked up): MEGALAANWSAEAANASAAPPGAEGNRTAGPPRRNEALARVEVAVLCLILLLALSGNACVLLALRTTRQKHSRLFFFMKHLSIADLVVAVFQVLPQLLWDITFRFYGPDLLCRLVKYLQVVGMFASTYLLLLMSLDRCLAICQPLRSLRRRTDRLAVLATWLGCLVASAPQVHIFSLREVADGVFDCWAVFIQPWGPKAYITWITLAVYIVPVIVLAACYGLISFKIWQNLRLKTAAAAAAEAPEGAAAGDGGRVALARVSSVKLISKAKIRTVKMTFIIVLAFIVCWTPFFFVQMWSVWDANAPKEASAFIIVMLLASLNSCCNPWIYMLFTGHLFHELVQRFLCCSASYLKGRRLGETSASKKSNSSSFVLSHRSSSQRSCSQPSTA
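Dosing: Single dose, 3.0 µM nominal final compound concentration | Material: Human OTR in CHO cells | Technique: Kinetic Fluo-8 calcium fluorescence | Benchmarks: EC15 oxytocin alone as 0%, 75 nM oxytocin as 100% | Probe or stimulus: Oxytocin at about EC15, sub-maximal agonist stimulus | Incubation: Compound 6 min at room temperature before oxytocin, 100 s read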
CHRM1 agonist = human M1 muscarinic receptor agonists, primary screen, Fluo-8 calcium fluorescence, CHO-K1 cells, HTS; CHO-K1 hM1, agonist mode; 0% DMSO, 100% acetylcholine EC100; 0.33% of 360,000 active; activation, % at 3 µM; AID 588814, 2011;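 active means activation above the run's mean compound activation plus 3 SD, cut at about 16% in these data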;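 further: peak over basal fluorescence ratio within a 140 s kinetic read after compound addition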
Active calls of the source: *; . = no result given.

SMILES | TAAR1 agonist | CHO parental Ca | M1 antag | CHO-K1 Ca antag | TAAR1 antagonist | M1 PAM parental | CHO-K1 Ca ag | OXTR potentiate | CHRM1 agonist
CCCN(CC(=O)Nc1ccc(C(N)=O)cc1)CC(=O)Nc1ccccc1C | 9 | -6 | -10 | -20 | 21 | 17 | 1.1 | -9 | -2
Cc1ccc(NC(=O)CN2CCC(NC(=O)Cc3ccccc3)CC2)c(C)c1 | 1 | -15 | -7 | -12 | 8 | 22 | 0.2 | -2 | -11
CCOCCCNC(=O)C(c1ccc(C)cc1)N(Cc1cccs1)C(=O)CNC(C)=O (stereo not given) | -1 | -3 | -11 | -11 | -11 | 22 | -0.1 | 1 | 0
COCCn1nnnc1SCC(=O)Nc1ccc2c(c1)OCO2 | 6 | 9 | -12 | -14 | 3 | 16 | 0.4 | -6 | 6
O=C(Nc1ccc(Br)cc1Cl)c1cnccn1 | -1 | -5 | -14 | -5 | -9 | 5 | -0.4 | -6 | -4
O=C(NC1CCCC1)c1cc(-c2ccc(Cl)cc2)on1 | 4 | 6 | 26* | 0 | -6 | -12 | 1.1 | -5 | -4
Cc1ccccc1-n1ncc2c([N+](=O)[O-])cc([N+](=O)[O-])cc21 | 8 | -12 | 1 | 16 | -17 | -6 | -0.5 | -8 | -5
COCc1cc(C)nc(OCC(=O)N/N=C/c2ccc(-c3cc([N+](=O)[O-])ccc3Cl)o2)c1C#N | 1 | -8 | -7 | -8 | 6 | 2 | 0.0 | -4 | -7
COc1ccccc1CN1CCNC(=O)C1CC(=O)N(C)Cc1cnccn1 (stereo not given) | 2 | . | -10 | -17 | 12 | 21 | 0.8 | . | -3
Cc1ccccc1-c1ccc(C(=O)NCc2ccccc2)o1 | 5 | -18 | -6 | -9 | 12 | 1 | -0.9 | -7 | -7
COc1cccc(NC(=O)C(C)N2C(=O)c3ccccc3S2(=O)=O)c1 (stereo not given) | 2 | -1 | 6 | 2 | -26 | -5 | 0.8 | -1 | -1
CNc1oc(-c2cccs2)nc1C#N | 0 | -10 | -11 | -10 | 2 | 2 | -0.1 | -11 | -2
O=c1c2sc(-c3ccccc3)cc2nc2n1CCCCC2 | 3 | -22 | 3 | -16 | -12 | 19 | 2.7 | -13 | -6
O=C(c1ccc(CSc2nc3ccncc3[nH]2)cc1)N1CCN(c2cccc(Cl)c2)CC1 | 3 | 73* | 36* | 9 | 43 | 1 | 9.6 | -11 | -5
CC(C)CC(=O)Nc1ccc(C(=O)Cn2nc(C(=O)O)c3ccccc3c2=O)cc1 | 2 | -5 | -4 | 12 | -16 | 8 | 1.6 | -3 | -1
Cc1cc(C)n(Cc2ccc(Cl)nc2)n1 | 8 | 3 | 15 | -8 | -29 | -12 | 0.3 | -7 | -3
Cn1c2ccccc2c2cc(/C=C(\NC(=O)c3ccccc3)C(=O)O)ccc21 | 3 | -1 | -20 | -12 | -11 | 21 | 1.1 | 0 | -7
COc1ccc(C(=O)Nc2nnc(S(=O)(=O)N3CCC(C)CC3)s2)cc1OC | -1 | -19 | -16 | -9 | -21 | 10 | 2.7 | -4 | -1
O=C(Nc1cccc(F)c1)c1ccc2c(c1)OCCO2 | -1 | -3 | 4 | -16 | 7 | -7 | 1.5 | -10 | -8
CCc1ccc(N2CN(Cc3ccco3)CNC2=S)cc1 | 0 | -18 | -10 | -17 | -5 | 19 | 0.6 | -2 | -1
COc1ccc(NC(=O)C2(S(=O)(=O)c3ccc(C)cc3)CC2)cc1OC | 1 | -10 | 0 | -7 | -30 | 9 | -0.5 | -2 | -3
Nc1nonc1-c1nc2ccccc2n1Cc1ccc(Cl)cc1 | 3 | -16 | -11 | -16 | -27 | 27 | 0.5 | -10 | -5
CC1CN(C(=O)/C=C/c2ccc3c(c2)OCO3)CC(C)O1 (stereo not given) | 9 | -1 | -5 | -10 | 10 | 2 | 0.3 | -8 | -1
CC1CCN(C(=O)CSc2nncn2C)CC1 | 14 | -14 | -5 | -10 | 7 | 8 | 0.1 | -8 | -4
COC(=O)CSc1ccc2c(N)c(C(=O)OC)sc2c1 | 9 | -1 | 5 | -5 | -1 | -5 | 0.6 | 1 | -3
COc1cc(NC(=S)N2CCc3ccccc3C2)cc(OC)c1 | 49* | -13 | -1 | 4 | 7 | -8 | 0.0 | -8 | -6
CC(C)C(=O)Nc1nc(-c2ccc(S(=O)(=O)N3CCOCC3)cc2)cs1 | 3 | 2 | 10 | -2 | 11 | -5 | 5.0 | -8 | 0
Cc1ccc(SCC(=O)N2CCC(C(N)=O)CC2)cc1 | 1 | -7 | -1 | -14 | -2 | 20 | 1.1 | -9 | 0
O=S(=O)(c1ccc(S(=O)(=O)N(Cc2cccs2)CC2CCCO2)cc1)N1CCCCC1 (stereo not given) | 6 | -17 | 5 | -3 | 19 | 12 | 1.4 | -5 | -7
C=CCc1ccc(OCCOCCOc2ccccc2[N+](=O)[O-])c(OC)c1 | 14 | -2 | 4 | -7 | 32 | 2 | 0.7 | -12 | -4
O=C(Nc1ccc(S(=O)(=O)Nc2ncccn2)cc1)c1ccc2ncsc2c1 | 1 | 3 | -11 | -4 | -19 | 15 | 0.7 | -6 | -5
CN(CC(=O)Nc1cccc(F)c1)C(=O)c1cc([N+](=O)[O-])ccc1N1CCOCC1 | 1 | -9 | -1 | 7 | -8 | -5 | 0.5 | -8 | -5
COc1ccc(NC(=S)NCCCN2CCCC2)cc1Cl | 0 | -2 | -16 | -14 | -4 | 15 | 0.6 | 2 | -6
O=C(CSc1ccc2nnc(-c3ccc(Cl)cc3)n2n1)N1CCc2ccccc21 | 0 | -6 | -14 | -4 | -6 | 18 | -0.1 | 0 | 0
CCn1cc([N+](=O)[O-])c(C(=O)Nc2nc3ccc(OC)cc3s2)n1 | 1 | 3 | 0 | -1 | 7 | 3 | 0.2 | -4 | -10
C1=C(c2ccccc2)Nc2nnnn2C1c1cccs1 (stereo not given) | 7 | -8 | -1 | 6 | 15 | -1 | 0.1 | -6 | -4

Part of the list above in order of formula weight, largest number first.
SMILES | TAAR1 agonist | CHO parental Ca | M1 antag | CHO-K1 Ca antag | TAAR1 antagonist | M1 PAM parental | CHO-K1 Ca ag | OXTR potentiate | CHRM1 agonist
CCn1cc([N+](=O)[O-])c(C(=O)Nc2nc3ccc(OC)cc3s2)n1 | 1 | 3 | 0 | -1 | 7 | 3 | 0.2 | -4 | -10
COc1cc(NC(=S)N2CCc3ccccc3C2)cc(OC)c1 | 49* | -13 | -1 | 4 | 7 | -8 | 0.0 | -8 | -6
C1=C(c2ccccc2)Nc2nnnn2C1c1cccs1 (stereo not given) | 7 | -8 | -1 | 6 | 15 | -1 | 0.1 | -6 | -4

(continued)
SMILES | TAAR1 agonist | CHO parental Ca | M1 antag | CHO-K1 Ca antag | TAAR1 antagonist | M1 PAM parental | CHO-K1 Ca ag | OXTR potentiate | CHRM1 agonist
COC(=O)C1=C(C)N(CCc2c[nH]c3ccccc23)C(=O)C1 | 5 | -11 | -2 | -11 | -16 | 17 | 1.3 | -11 | -2
COc1ccc(C(=O)Nc2ccc3cn[nH]c3c2)c(OC)c1 | 3 | -22 | 0 | 1 | -4 | 7 | -0.3 | -8 | -2
O=C(c1ccc(N2CCCCC2)c([N+](=O)[O-])c1)N1CCOCC1 | 12 | -2 | 2 | -8 | 6 | 14 | 0.5 | 2 | -1
Cc1cccc(C)c1OCC(=O)Nc1cccc(NC(=O)c2ccco2)c1 | 23 | -17 | 9 | -9 | 29 | 13 | 5.5 | -12 | 2
CCCn1nnnc1SCC(=O)NC1CCCC1 | 4 | 3 | -8 | -14 | -5 | 12 | 2.2 | -8 | -2
N#Cc1ccc(-c2nc3ccc(Cl)cn3c2Cc2ccsc2)cc1 | 0 | . | -18 | -6 | -1 | -9 | 0.2 | . | -2
O=C(Nc1ccccc1C(F)(F)F)c1ccc2nccnc2c1 | 1 | -18 | -7 | -7 | -16 | -6 | 0.8 | -3 | -1
CCOc1cc(NS(C)(=O)=O)c(OCC)cc1NC(=O)c1cccs1 | 1 | -10 | 3 | -3 | 19 | 18 | 1.6 | -15 | -3
COc1ccc2c(c1)C1C=CCC1C(c1cc3c(cc1Br)OCO3)N2 (stereo not given) | 2 | -8 | 8 | -1 | -18 | -3 | -0.2 | -1 | -2
C[C@@H](C(=O)NCc1ccccc1)[C@H]1C[C@]1(C)[C@H](NC(=O)OCc1ccccc1)c1ccccc1 | 13 | -1 | 3 | -1 | 62* | -16 | 2.7 | -24 | 2
COC(=O)c1cc(=O)nc2sc(-c3ccc(F)cc3)nn12 | . | -7 | -8 | -39 | . | -3 | 0.2 | -2 | 10
COc1ccc(-c2cn3cccnc3n2)cc1NC(=O)C(C)C | 1 | -10 | -22 | 0 | -1 | 8 | -0.1 | -2 | -2
COc1ccc(-c2noc(N3CCC(C(=O)NCc4ccc(F)cc4)CC3)n2)cc1 | 1 | -5 | 24 | -6 | -11 | 7 | -0.3 | -8 | 0
COc1ccc(C2CC(=O)c3c(O)cc(O)cc3O2)cc1O (stereo not given) | 3 | . | 28* | 14 | 2 | -13 | 1.1 | . | -2
CC(=O)c1ccc(Nc2c3c(nc4ccccc24)CCCC3)cc1 | 13 | -26 | 0 | -13 | -8 | 22 | 1.5 | -1 | -7
Cc1ccc(S(=O)(=O)N2CCC(C(=O)N[C@@H](Cc3ccccc3)C(=O)O)CC2)cc1 | 4 | 9 | -7 | -7 | 1 | 11 | 0.1 | -7 | -2
CN(C)C=NC(=O)c1cc(C(=O)c2ccc(C(C)(C)C)cc2)c[nH]1 | 2 | -16 | -6 | -12 | 13 | 14 | 3.3 | -4 | -1
CC(OC(=O)CNC(=O)COc1ccccc1)C(=O)N(C)Cc1ccccc1 (stereo not given) | 0 | -14 | -10 | 3 | -1 | 6 | 0.5 | -7 | -4
COc1cc(OC)cc(C(=O)Nn2cnnc2)c1 | 3 | -14 | -1 | 13 | -2 | -15 | 0.0 | 2 | 0
Nc1nc(-c2ccc([N+](=O)[O-])cc2)cc(=O)[nH]1 | 0 | . | -17 | -11 | -6 | -11 | 0.4 | . | -2
O=C(O)c1cccc2c(/C=N/Nc3ccccn3)c[nH]c12 | . | 7 | -5 | 0 | . | -5 | -0.1 | -2 | -4
